Keap1-Nrf2 PPI: disrupts human Keap1 binding to Nrf2 peptide | Keap1 Kelch-Nrf2 peptide fluorescence polarization, 1536-well | actives 0.15% (n = 340,000) | Q14145 | inhibition, % at 9.4 µM; in the data active means inhibition above about 12%;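 further: human Keap1 Kelch domain with fluorescein labeled Nrf2 9mer peptide probe; 0% = neutral control wells and 100% = peptide positive control; higher means more block of Keap1 binding to Nrf2 peptide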
Target sequence (Q14145 whole entry, looked up, the tested form may be a part): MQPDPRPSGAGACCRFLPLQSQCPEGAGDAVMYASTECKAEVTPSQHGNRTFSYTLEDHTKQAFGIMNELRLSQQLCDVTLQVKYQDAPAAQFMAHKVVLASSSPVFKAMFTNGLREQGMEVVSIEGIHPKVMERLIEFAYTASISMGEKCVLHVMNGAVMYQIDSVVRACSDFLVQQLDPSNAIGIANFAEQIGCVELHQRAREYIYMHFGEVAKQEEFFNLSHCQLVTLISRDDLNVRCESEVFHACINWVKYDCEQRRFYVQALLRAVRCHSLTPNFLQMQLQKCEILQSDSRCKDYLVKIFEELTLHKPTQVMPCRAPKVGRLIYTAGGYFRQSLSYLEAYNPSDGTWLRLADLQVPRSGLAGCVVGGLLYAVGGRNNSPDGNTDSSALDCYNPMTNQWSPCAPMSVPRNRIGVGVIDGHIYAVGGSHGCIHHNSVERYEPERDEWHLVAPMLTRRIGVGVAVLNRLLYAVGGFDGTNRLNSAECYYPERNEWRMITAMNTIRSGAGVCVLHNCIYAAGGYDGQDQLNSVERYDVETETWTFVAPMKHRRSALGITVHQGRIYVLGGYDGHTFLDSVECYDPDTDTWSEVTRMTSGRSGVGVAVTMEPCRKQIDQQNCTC
OPRM1-OPRD1 inv: inverse agonist of human OPRM1-OPRD1 heterodimerization | inhibition, % at 9.3 µM | AID 504357 | P35372+P41143 | actives 0.21% (n = 340,000) | cell-based MOR-DOR heterodimer luminescence, inverse agonism; in the data active means inhibition above about 22%, passing the limit was not always enough;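 further: 0% = cells with DMSO and 100% = wells without cells with DMSO; values of inactives mirror those of a sister screen read the other way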
DSG3 Ab inh: human desmoglein-3 autoantibody binding inhibition | P32926 | DSG3-coupled beads, scFv-anti-DSG3-GFP binding, flow cytometry; active compounds read low | binding (percent of control), % at 10 µM | actives 0.48% (n = 310,000) | AID 588358;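 active means binding more than 3 SD below its plate's average and above zero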;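 further: hits lower antibody fragment binding to DSG3; some compounds called inactive have numbers as strong as hits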
LANA DNA inh: KSHV C-LANA DNA binding inhibition; actives 0.078% (n = 340,000); AID 504423; inhibition, % at 9 µM; MBP-C-LANA/FAM-LBS DNA binding, fluorescence polarization;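 active means highest replicate inhibition at or above 60% at 9 µM, even if other replicates fall short; inactive means all replicates below 60% inhibition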;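 further: 0% = neutral control wells and 100% = 4 µM acridine orange control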
V-ATPase pHluor: regulators of yeast V-ATPase proton transport. S. cerevisiae, pHLuorin cytosolic pH fluorescence. response, % at 10 µM. actives 0.37% (n = 350,000). AID 504577; in the data active means response mostly above about 7.3%, no sharp cut-off; inactive means mostly below about 5.4%; further: actives read high; inactives centre near 0; some compounds called inactive have numbers as strong as hits; reference of the scale not given here
Wnt act: activates Wnt/beta-catenin signaling in a reporter cell assay. activator, plate reader. activation, % at 9.35 µM. actives 1.2% (n = 300,000). AID 743398; in the data active means activation above about 30%, passing the limit was not always enough;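 further: 0% = neutral control wells and 100% = positive control wells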
RTF Ca sens inh: cardiac RTF calcium desensitization | IANBD-labeled cardiac RTF, Ca2+ fluorescence | inhibition, % at 7.15 µM | actives 0.12% (n = 340,000) | P19429+P45379;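 active means inhibition above the mean inhibition of all tested compounds plus 3 SD, cut at about 17% in these data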;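 further: assay run at fixed EC70 calcium of 1.6 mM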
RTF Ca sens act: cardiac RTF calcium sensitization; P19429+P45379; IANBD-labeled TnC RTF fluorescence at EC20 calcium; 0% EC20 calcium, 100% full calcium; activation, % at 7.2 µM; actives 0.24% (n = 340,000);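 active means activation above the mean over all tested compounds plus 3 SD, cut at about 30% in these data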;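 further: rise in fluorescence read as greater calcium sensitivity of cardiac thin filaments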
MOR-DOR ag: OPRM1-OPRD1 heterodimerization agonism; P35372+P41143; cells, luminescence; activation, % at 9.3 µM; actives 0.3% (n = 340,000); AID 504326; in the data active means activation above about 18%;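 further: 0% = vehicle-treated cells and 100% = reference agonist; values of inactives mirror those of a sister screen read the other way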
Arrestin-AP2 inh: human beta-arrestin and AP2 interaction inhibition; FITC-arrestin peptide / GST-AP2 beads, flow cytometry; AP2 beta2 appendage carries R879A mutation; inhibition, % at 10 µM; actives 0.31% (n = 340,000); AID 504490;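 active means inhibition above a set limit, near 3 SD of compounds lacking own fluorescence, cut at about 54% in these data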;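 further: plate controls were DMSO wells for no effect and 5 µM unlabelled arrestin peptide for full effect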
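Material – AP2 appendage R879A on GSH beads · Buffer or medium – PBS with 0.05% Tween 20 and 0.1% BSA · Probe or stimulus – fluorescein-tagged arrestin peptide at 50 nM final · Incubation – compound with beads 12 min RT, then probe 1 h RT · Detection – high-throughput flow cytometry of beads, ex 488, em 535 nm · Evaluation – percent response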
* = called active by the depositor; x = no result given; & = joins results of further samples.

Values in the order – DSG3 Ab inh, RTF Ca sens act, OPRM1-OPRD1 inv, V-ATPase pHluor, Arrestin-AP2 inh, RTF Ca sens inh, Keap1-Nrf2 PPI, Wnt act, MOR-DOR ag, LANA DNA inh
- COc1ccc(NCC(=O)n2c(C)c(C)c3ccccc32)cc1OC
    x, 3, 0, 3, 34, -5, -3, 4, -0.1, -0.8
- N#Cc1cc2ccccc2nc1SCC(=O)Nc1ccc(S(=O)(=O)N2CCCC2)cc1
    97, 1, 6, -1, 7, -12, 5, x, -1.0, -0.5
- O=S(=O)(c1c(F)cccc1F)N1CCN(Cc2c(O)ccc3ccccc23)CC1
    89, 1, -7, -1, 26, -1, -8, -1, 1.9, 0.5
- O=C(CSc1nnc(SCc2ccc(Cl)cc2)s1)N/N=C/c1ccccc1C(=O)O
    99, 5, 8, 1, 33, 7, 1, 1, -1.5, -0.7
- COC(=O)c1cc(S(=O)(=O)NCc2ccccc2)cn1C
    96, -5, 1, -3, 21, -6, 3, -1, -0.2, -2.5
- Cc1nn(-c2ccc(C(=O)O)cc2)c(=O)c2ccccc12
    77, 2, 19, 6, 2, -3, -1, x, -3.6, -1.6
- CCN(CC)C(=O)/C(=C/c1ccc(F)cc1)NC(C)=O
    102, 10, 2, 7, 1, 4, -3, -1, -0.4, -0.6
- Cc1cc(C)cc(OCC(=O)Nc2ccc(-n3cnnn3)cc2)c1
    97, -3, 3, 1, 4, 3, -3, 2, -0.7, -2.5
- CC1CCCCC1NC(=O)CCc1nc2sc3c(c2c(=O)[nH]1)CCCC3 (centres undefined)
    106, -2, -16, 3, 36, -6, -5, -2, 2.5, -0.7
- CCCCNC(=S)N=Nc1c(O)n(Cc2ccccc2)c2ccccc12
    97, -6, 18, -3, -8, -6, -6, 0, -3.5, 0.5
- CCn1c(COc2ccc(Cl)c(C)c2)nnc1SCC(=O)N1CCCC1
    115, -3, 13, 0, 2, 1, -2, -7, -2.7, -0.4
- COC(=O)C1=C(C)Nc2nc3ccccc3n2C1c1ccccc1F (centres undefined)
    104, x, x, -1, 14, x, x, -1, x, x
- Cc1ccc2[nH]c(=O)c(CN(CCCO)S(=O)(=O)c3c(C)ccc4nsnc34)cc2c1
    102, -5, 0, 4, -10, 4, -2, -1, 0.1, -0.3
- CC(C)N(Cc1ccccc1)C(=O)c1cccs1
    98, -6, 2, 2, -21, -12, 2, -2, -0.3, 0.4
- COc1ccc(OC)c(NC(=O)CSc2nnnn2C2CCCC2)c1
    98, -1, 4, -6, -8, -12, -1, -3, -0.7, -0.3
- CCNc1c(NS(=O)(=O)c2ccc(OC)cc2)c(=O)oc2ccccc12
    102, -5, 9, 3, -10, -10, 0, 3, -1.7, -1.6
- O=C(COC(=O)c1cc(=O)c2ccccc2o1)NCC1CCCCC1
    x, 9, 12, 3, -8, -8, -2, -2, -2.4, -0.1
- COc1ccc(NC2=CC(=O)N(C)C2=O)cc1
    99, -5, 8, -5, 13, 2, 3, 3, -1.4, 0.4
- COc1ccc(C2CC(c3ccccc3)=NN2c2ccc(S(N)(=O)=O)cc2)cc1OC (centres undefined)
    102, 1, 16, 0, 20, -4, -1, 0, -2.8, -0.9
- CCOc1ccc(NC(=O)CN(C)C(=O)CCCc2c[nH]c3ccccc23)cc1OCC
    105, -17, -1, 0, -6, -7, -1, -2, 0.2, -0.8
- CC(C)CCNC(=O)COc1cccc2c1OC(C)(C)C2
    106, 14, -14, 0, -11, -3, -5, 0, 3.0, 0.1
- O=C(CN1C(=O)c2ccccc2C1=O)OCCOCCN=C1NS(=O)(=O)c2ccccc21
    112, 2, 4, 0, 11, -18, 0, -1, -0.8, -0.1
- Cc1ccc(NC(=O)CCNS(=O)(=O)c2ccccc2)c(C(=O)c2ccccc2)c1
    102, 1, 7, -2, 41, 5, -2, x, -1.3, 0.3
- CC(C)CN1CC(C)C(=O)N(c2ccccc2)C1=S (centres undefined)
    x, 3, 22, -2, -5, 1, 1, 0, -4.5, 1.0
- O=C(COC(=O)c1ccc2ccccc2n1)c1ccccc1
    115, -6, 12, -1, 11, -1, 0, 2, -2.4, -0.6
- CSc1ccccc1NC(=O)CN1CCN(c2ccccn2)CC1
    x, -1, 9, -1, -8, -17, -1, -1, -1.9, -4.3
- O=C(Nc1ccc(OC(=O)c2cccs2)cc1)c1ccco1
    105, -1, 14, 6, -3, 2, -7, 3, -2.2, -0.5
- NC(=O)CC(NC(=O)Cc1cccc2ccccc12)c1ccc(N2CCCCCC2)c([N+](=O)[O-])c1 (centres undefined)
    99, 4, 14, 4, 4, -2, 3, 2, -2.4, -2.2
- CC1=CC(C)(C)Nc2ccccc21
    101&104, 0&-3, 9&5, 4&-1, 14&31, -1&-6, 0&5, -1, -1.6&-1.0, -0.2&-2.6
- COc1ccc(C(=O)NCc2nnc(SCC(=O)c3ccccc3)o2)cc1
    x, 8, 15, 8, -2, -6, -5, -1, -3.0, 0.7
- CCC(C(=O)OCC(=O)Nc1cccc(OC)c1)c1ccccc1 (centres undefined)
    99, -5, -10, -1, 1, -2, 2, -9, 1.5, -0.7
- CCCN(C(=O)CSc1nnc(N)s1)c1c(N)n(Cc2ccccc2)c(=O)[nH]c1=O
    95, -3, 14, -2, 2, 3, 0, 0, -2.7, 1.6
- C=CCNC(=O)COc1ccc(S(=O)(=O)NC2CCCCC2)cc1
    104, -2, 4, 1, 0, 1, 2, -1, -0.6, 1.4
- Cc1ccc(S(=O)(=O)Nc2c(C)cc(C)nc2Cl)cc1
    96, 0, 18, 0, 10, -10, -5, -1, -3.9, 0.6
- Cc1ccc(S(=O)(=O)NN2C(=O)c3ccccc3NC2c2ccccc2F)cc1 (centres undefined)
    107, 0, 1, 0, 7, -9, 0, -3, -0.1, -1.5
- C=CCn1c(C)cc(C(=O)CSc2nnc(C3CC3)n2C2CC2)c1C
    102, -1, 5, 1, 31, -3, -5, 14, -1.3, -0.4
- COC(=O)c1[nH]c2ccc(Br)cc2c1NC(=O)C(C)N1CCN(C2CCCCC2)CC1 (centres undefined)
    121, 5, 6, 0, -1, 5, -3, x, -1.1, 0.0
- O=[N+]([O-])/C(C(=C(Cl)Cl)N1CCOCC1)=C1\NCCO1
    106, 15, -11, 3, 13, -51, -6, 0, 2.3, 0.9
- O=C(NCc1ccccn1)c1c(-c2ccccc2)sc2ccccc12
    103, -3, 13, 3, 1, -16, 2, -2, -2.1, -1.6
- Cc1nn(C(=O)N2CCCCC2)c(C)c1CN1C(=O)c2ccccc2C1=O
    99, 6, -14, -1, 3, -14, 3, x, 2.4, -3.7
- Cc1cccc(N2CCN(C(=O)Cc3ccccc3[N+](=O)[O-])CC2)c1C
    93, -6, 6, 2, 21, 3, -1, 4, -1.3, 0.1
- O=C(Cn1c(=O)n(-c2ccccc2)c(=O)c2sccc21)NCc1ccccc1
    103, 1, -3, 7, 1, -15, 1, -3, 0.7, 9.6
- Cc1cc2c(=O)n(C)c(SCC(=O)Nc3cccc(O)c3)nc2s1
    121, -3, -14, 4, 32, 2, 2, 0, 1.8, -0.8
- Cc1ccc(C2CN(C)C3(C(=O)Nc4ccccc43)C23COc2ccccc2C3=O)cc1 (centres undefined)
    x, -1, -30, 4, 8, -4, -2, -1, 5.9, -0.8
- O=S(=O)(c1cccc2nonc12)N1CCCCC1
    x, -2, 15, 8, 50, -1, 3, -1, -2.6, -0.7
- O=C(NCc1ccc2c(c1)OCO2)C1CCN(c2ncccn2)CC1
    88, -1, 2, -1, 0, -8, -3, -3, -0.3, 1.4
- CCc1ccc(OCC(=O)OCC(=O)c2c(N)n(C)c(=O)n(C)c2=O)cc1
    101, -5, 2, 1, 1, 1, 5, -1, -0.4, 2.5
- COc1cc(NC(c2ccccc2)c2ccccc2)cc(OC)c1OC
    116, -2, 3, 1, -18, -9, -1, 0, -0.7, -1.8
- COc1ccc2nc(-c3ccccc3)[nH]c(=O)c2c1
    103, -4, 9, 0, 22, 1, -1, 3, -2.0, -0.4
- O=C(OCCCCN1C(=O)c2ccccc2C1=O)c1ccc(Br)o1
    x, -7, -2, -5, 26, 7, 1, 0, 0.3, 0.4
- COc1cccc(C2CC(c3ccc(Br)cc3)=NN2C(=O)c2ccncc2)c1OC (centres undefined)
    101, -3, 4, -1, 33, 10, -5, -2, -0.7, 0.3
- CSc1ccc(S(=O)(=O)N2CCC(C(=O)Nc3ccc(NC(C)=O)cc3)CC2)cc1
    x, -8, 10, -2, 7, -13, 5, -2, -1.4, 2.2
- CC(C)(C)NC(=O)NC(=O)CN1CCN(c2cccc(Cl)c2)CC1
    100, 0, -16, -2, -2, -12, -1, 2, 3.0, 0.0
- CC(C)[C@H](NC(=O)c1nn(Cc2ccccc2)c(=O)c2ccccc12)C(=O)O
    x, -1, -3, -2, 1, 4, 5, 0, 0.4, -0.5
- CCCN(CC(=O)Nc1ccccc1C)C(=O)c1ccc(NC2CC2)c([N+](=O)[O-])c1
    105, -7, 19, -3, -13, -7, -1, -1, -3.7, -0.1
- COC(=O)C1=C(C(=O)OC)[C@@H]2Nc3ccccc3[C@@]23C[C@@H](C(=O)OC)N(C(=O)c2cc(C)oc2C)C3=N1
    98, 9, 5, 3, -1, -4, 5, 0, -0.9, -2.2
- Cc1ccc(NC(=O)C(C)N2C(=O)c3ccccc3C2=O)c(C)c1 (centres undefined)
    96, 0, 12, -2, 33, -2, 3, -1, -2.6, -1.1
- O=C(CN1CCN(Cc2ccc(Cl)cc2)CC1)N/N=C/C=C/c1ccccc1[N+](=O)[O-]
    101, 2, -7, 0, 15, -3, 1, 17, 1.3, -0.7
- COc1ccc(NC(=O)Cn2nnc(C(=O)NCc3ccco3)c2N)cc1
    109, -8, 13, -1, 23, 6, -2, -1, -2.6, -0.6

Compound activity (PubChem BioAssay)
